# TrxR1 substrate = qHTS Assay for Substrates of Mammalian Selenoprotein Thioredoxin Reductase 1 (TrxR1): qHTS. Thioredoxin reductase 1, cytoplasmic (Rattus norvegicus), O89049. purified TrxR1 substrate turnover, NADPH consumption readout. Potency, µM (highest dose often 114 µM), inactives show at the highest dose activity change, negative = substrate turnover. hit rate 0.01% among 390,000. AID 588456, 2011; note: potency is the fitted concentration of half-maximal effect; % is set by controls: 0 for no effect and ±100 for the full control effect; nearly all actives have a fitted effect of over 50% in size
# Target sequence (O89049 whole entry, looked up): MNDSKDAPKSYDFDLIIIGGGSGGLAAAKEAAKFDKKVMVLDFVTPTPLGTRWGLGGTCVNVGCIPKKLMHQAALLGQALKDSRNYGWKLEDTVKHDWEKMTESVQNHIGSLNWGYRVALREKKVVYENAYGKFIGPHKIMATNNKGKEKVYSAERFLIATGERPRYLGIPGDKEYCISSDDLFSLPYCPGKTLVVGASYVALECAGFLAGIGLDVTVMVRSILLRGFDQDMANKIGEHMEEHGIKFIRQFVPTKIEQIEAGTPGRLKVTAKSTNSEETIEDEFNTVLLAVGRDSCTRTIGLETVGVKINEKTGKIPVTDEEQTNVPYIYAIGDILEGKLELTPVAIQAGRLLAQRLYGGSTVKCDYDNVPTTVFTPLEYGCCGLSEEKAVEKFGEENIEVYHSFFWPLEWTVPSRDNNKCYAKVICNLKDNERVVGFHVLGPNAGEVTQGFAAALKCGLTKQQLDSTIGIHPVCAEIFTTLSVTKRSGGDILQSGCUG
#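 Rat TrxR1, dispensed at 90 nM, was prereduced with 400 uM NADPH (final) for 5 min at ~22 deg C, then incubated with compound 15 min before 400 uM selenite. A first-read NADPH fluorescence drop versus no-compound background flagged substrates.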
# IDH1 R132H inh = qHTS for Inhibitors of mutant isocitrate dehydrogenase 1 (IDH1): qHTS | Isocitrate dehydrogenase [NADP] cytoplasmic (Homo sapiens), O75874 | Potency, µM (titrated, usually from 76.6 µM), for the others: top-dose activity change, negative = inhibition, actives largely listed as inhibitors | AID 602179, 2012 | hit rate 0.093% among 390,000 | IDH1-R132H enzyme, NADPH consumption, diaphorase/resazurin fluorescence; note: potency is the fitted concentration of half-maximal effect; % is set by controls: 0 for no effect and ±100 for the full control effect; nearly all actives have a fitted effect of over 65% in size
#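 IDH1-R132H (0.5 ug/mL dispensed) in pH 7.5 Tris buffer was preincubated 30 min with compound, then given a substrate mix of 0.016 mM NADPH and 2 mM alpha-KG for 80 min at room temperature; remaining NADPH was read by diaphorase/resazurin fluorescence.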
# TRHR enhancer = qHTS for Small Molecule Agonists and Allosteric Enhancers of Human TRH Receptor: Primary Screen for Enhancers; Thyrotropin-releasing hormone receptor (Homo sapiens), P34981; hit rate 0.66% among 360,000; TRHR cells, fluo-8 calcium fluorescence, EC20 TRH enhancement; enhancement, % at 2 µM; in the data active = enhancement above about 30%; note: 0% is about no effect
# Target sequence (P34981 whole entry, looked up): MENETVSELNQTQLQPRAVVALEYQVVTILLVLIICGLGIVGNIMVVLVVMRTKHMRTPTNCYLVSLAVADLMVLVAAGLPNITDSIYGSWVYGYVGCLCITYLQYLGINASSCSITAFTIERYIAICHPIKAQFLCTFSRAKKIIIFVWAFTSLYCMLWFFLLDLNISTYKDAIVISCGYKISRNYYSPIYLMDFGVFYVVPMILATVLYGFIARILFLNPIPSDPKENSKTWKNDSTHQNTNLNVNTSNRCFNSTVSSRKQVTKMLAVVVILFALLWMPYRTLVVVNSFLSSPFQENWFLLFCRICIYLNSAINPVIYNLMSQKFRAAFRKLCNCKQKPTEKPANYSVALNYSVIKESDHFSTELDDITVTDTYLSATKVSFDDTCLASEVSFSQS
#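 TRHR-expressing cells loaded with fluo-8 calcium dye were read kinetically (ex 480/em 530) during compound addition, then stimulated with an EC20 of TRH (10 nM final). Enhancement of the Gq-mediated intracellular calcium response was scored.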
# TrxR1 inh = qHTS Assay for Inhibitors of Mammalian Selenoprotein Thioredoxin Reductase 1 (TrxR1): qHTS | Potency, µM (highest dose often 114 µM), without a hit: at the highest dose activity change, negative = inhibition, most hits filed as inhibitors | recombinant rTrxR1, NADPH fluorescence consumption, selenite substrate | hit rate 1% among 390,000 | Thioredoxin reductase 1, cytoplasmic (Rattus norvegicus), O89049; note: potency is the fitted concentration of half-maximal effect; % is set by controls: 0 for no effect and ±100 for the full control effect; nearly all actives have a fitted effect of over 65% in size
#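 Rat TrxR1 (90 nM in the dispensed reagent) was pre-reduced with 400 uM NADPH for 5 min at room temperature, then incubated with compound for 15 min. After 400 uM selenite was added, NADPH fluorescence (Ex 340/Em 450 nm) was followed for 8 min.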
# TRHR ag = qHTS for Small Molecule Agonists and Allosteric Enhancers of Human TRH Receptor: Primary Screen for Agonists; Thyrotropin-releasing hormone receptor (Homo sapiens), P34981; TRHR cells, calcium flux fluo-8, FDSS agonist mode; activation, % at 2 µM; hit rate 0.18% among 360,000; AID 493084, 2011; in the data active = activation above about 30%; note: 0% is about no effect
#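 Agonist-mode FDSS calcium read (Ex 480/Em 530, 1 s cycles) in 1536-well TRHR cells with fluo-8 dye, after 10-cycle baseline and 23 nL compound addition; TRH at EC20 (10 nM final) added afterwards for the enhancer phase.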
# D2 antagonist = HTS Assay for Allosteric Antagonists of the Human D2 Dopamine Receptor: Primary Screen for Antagonists; HEK293 TREx D2 cells, calcium flux, dopamine EC80; inhibition, % at 10 µM; hit rate 2% among 340,000; AID 485344, 2010; in the data active = inhibition above about 30%; note: 0% is about no effect
#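 Calcium flux kinetic readout in an inducible HEK293 TREx D2 line plated overnight at 30 C. After 180 s compound exposure, an EC80 dopamine challenge follows with another 180 s kinetic read to detect antagonism.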
# USP1 inh = Inhibitors of USP1/UAF1: Primary Screen; Ubiquitin carboxyl-terminal hydrolase 1 (Homo sapiens), O94782; recombinant USP1/UAF1, Ub-Rhodamine cleavage fluorescence; Potency, µM (top dose mostly 57.1 µM), for the others: at the highest dose activity change, negative = inhibition, most hits filed as inhibitors; hit rate 0.23% among 390,000; AID 743255, 2014; note: potency is the fitted concentration of half-maximal effect; % is set by controls: 0 for no effect and ±100 for the full control effect; nearly all actives have a fitted effect of over 60% in size; inactives centre near -12
#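 In this screen, compounds sit with the deubiquitinase complex (1nM) for 15 min at room temperature before Ub-Rho is added at 150nM final. Fluorescence rise is then followed for 6 reads every 60 seconds.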
# D2 agonist = HTS Assay for Allosteric Agonists of the Human D2 Dopamine Receptor: Primary Screen for Agonists; HEK293 T-REx D2 cells, calcium flux agonist mode; hit rate 0.53% among 340,000; activation, % at 2 µM; D(2) dopamine receptor (Homo sapiens), P14416;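 active = activation over 3 SD above normal in the single-dose calcium agonist read, cut at about 30% in these data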; note: 0% is about no effect
#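 Agonism is scored from calcium flux in a force-coupled, inducible HEK293 cell line expressing D2, read kinetically for 180 s after compound addition against dopamine controls.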
# Pin1 inhibitor = qHTS Assay to Find Inhibitors of Pin1 | hit rate 0.009% among 390,000 | Pin1 FP peptide displacement, HiFluor488, 10 min | Potency, µM (top dose mostly 115 µM), for the others: top-dose activity, negative = inhibition, most hits filed as inhibitors | Peptidyl-prolyl cis-trans isomerase NIMA-interacting 1 (Homo sapiens), Q13526; active = well fitted inhibition curve with a large enough effect in the polarisation, with a control signal flat, not every such curve was filed as active; inconclusive = small, poorly fitted or top-dose-only effect, or effect the other way, or a change in a side signal; inactive = no such curve, though single readings can be large or run the other way; the % refers to the polarisation; note: potency is the fitted concentration of half-maximal effect; % is set by controls: 0 for no effect and ±100 for the full control effect
# Target sequence (Q13526 whole entry, looked up): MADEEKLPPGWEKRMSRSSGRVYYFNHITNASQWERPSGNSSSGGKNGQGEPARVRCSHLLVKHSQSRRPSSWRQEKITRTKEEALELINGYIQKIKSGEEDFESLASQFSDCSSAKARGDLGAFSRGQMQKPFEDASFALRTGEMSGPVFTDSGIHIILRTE
# The depositor's hits bear a star; ? = inconclusive; nt = no result given; & = joins results of further samples; [ ] = dose if it differs, or a comment. Unless noted, calls come from the whole dose curve; as a rule, active = well fitted inhibition curve with a large enough effect; inconclusive = small, poorly fitted or top-dose-only effect; inactive = no such curve, though single readings can be large or run the other way. A portion of the library; rates above refer to the full screens.
SMILES,TrxR1 substrate,IDH1 R132H inh,TRHR enhancer,TrxR1 inh,TRHR ag,D2 antagonist,USP1 inh,D2 agonist,Pin1 inhibitor
CCOc1ccc(OCC)c(NC(=O)CN2CCN(c3cccc(C)c3C)CC2)c1,-3%[57.1 µM],5%,19,16%[57.1 µM],-0.2,5,-9%,1.7,0%
C#CCOCCOCCOCCNc1nc(N2CCN(C(=O)C(Cc3ccc(O)cc3)n3cc(C(N)CC(C)C)nn3)CC2)nc(N2CCN(C(=O)C(Cc3ccc(O)cc3)n3cc(C(N)C(C)CC)nn3)CC2)n1 (stereo not drawn),1%,-11%,3,1%,0.3,9,-17%,-0.4,2%
COC(=O)C1=C(C)NC(C)=C(C(=O)OC)C1c1ccc(N(C)C)cc1,3%[57.1 µM],-1%,12,-11%[57.1 µM],-0.3,2,-13%,-0.6,10%
O=C(CNCC1CCCCC1)Nc1ccc(OC(F)(F)F)cc1,-11%,6%,-14,4%,12,7,-1%,11,-11%
O=C1c2ccccc2C(=O)N1c1nc2nccc(-c3ccccc3)n2n1,2%,2%,6,-1%,0.2,3,-8%,0.2,7%
COc1ccc(CNC(=O)c2cccc(N3CCCS3(=O)=O)c2)cc1OC,2%,9%,3,13%,1.6,nt,-21%,1.5,7%
Cc1ccc(OCCNC(=O)c2cncc(Br)c2)cc1C,9%[57.1 µM],4%,-6,3%[57.1 µM],-0.5,5,3%,-1.2,2%
COCCNC(=O)C(c1ccc(C)o1)N(CC1CCCO1)C(=O)Cn1nnc2ccccc21 (stereo not drawn),14%[57.1 µM],4%,-3,4%[57.1 µM],0.2,nt,-15%,nt,-9%
CCc1cc(C(=O)NCC(c2ccc(OC)cc2)N2CCOCC2)sc1C (stereo not drawn),4%,0%,7,16%,-0.4,-10,-14%,-1.4,-3%
Cc1cccc(C(=O)Nc2sc3c(c2C(=O)NC(C)C)CCCC3)c1,21%,1%,22,1%,-0.5,nt,-17%,0.4,5%
O=C(Nc1cccnc1Cl)C1=NN(c2ccccc2)C(=O)CC1,-1%,-13%,19,16%,0.6,2,-17%,-0.7,-1%
CN(Cc1ccc(F)cc1)C(=O)CCc1nnc(-c2ccccc2)o1,6%,-3%,-1,15%,-1.9,13,-20%,0.0,-6%
CCc1cc2c(C)cc(=O)oc2cc1Oc1ncccc1[N+](=O)[O-],nt,nt,-1,nt,0.2,-10,nt,-5.3,nt
Cn1c(C(=O)O)c(CC(=O)NCC2COc3ccccc3O2)c2ccccc21 (stereo not drawn),4%,10%,10,1%,0.6,42*,-12%,-0.2,2%
Cc1cccc(-n2c(C)cc(/C=N/NC(N)=S)c2C)c1,-11%,-9%,6,-23%,-0.4,6,-20%,-0.5,-3%
CC(=O)Nc1ccc(/C=N/NC(=O)CCN2CCN(c3ccccc3)CC2)cc1,3%,10%,3,18%,0.5,51*,-24%,79*,-2%
COc1ccc(N2C(=O)CSC2c2ccccc2F)c(OC)c1 (stereo not drawn),0%[57.1 µM],7%,-7,-13%[57.1 µM],-0.4,3,-7%,-0.1,2%
Fc1ccc2c(c1)C(c1ccncc1)=NNC(c1ccc(Cl)cc1)=N2,0%,3%,nt,16%,nt,nt,-11%,nt,1%
COc1ccc(C2/C=C\CN(S(=O)(=O)c3ccc(C)cc3)CC(=O)N2Cc2ccc(F)cc2)cc1 (stereo not drawn),-3%,3%,-3,6%,0.1,14,-29%,0.7,?
Cc1cc(C(=O)OCC(=O)NCCc2ccccc2)c(C)o1,15%[57.1 µM],-4%,0,-13%[57.1 µM],-0.1,nt,-4%,nt,1%
COC(=O)c1c(C)[nH]c(C(=O)CN2CCOCC2)c1C,-3%,0%,4,-6%,0.8,-14,7%,-2.2,0%
Cc1cccn2c(=O)c3cc(C#N)c(=O)n(CCCN4CCOCC4)c3nc12,nt,4%,-6,110%[activator],-1.1,nt,-23%,nt,-1%
Cc1c(C#N)c(=O)c(-[n+]2ccccc2)c([S-])n1-c1ccc(Cl)cc1,3%,0%,33*,50µM*,0.5,-1,-11%,0.3,-16%
COc1ccc(-c2cn3c(n2)sc2cc(C(=O)NCCCN4CCCCC4)ccc23)cc1,-4%,19%,-1,10%,-1.0,nt,2%,1.4,-2%
COc1ccc2c(c1OC)C(=O)OC2CC(=O)c1ccc2c(c1)OCO2 (stereo not drawn),-6%&8%,3%,0,-6%&17%,-1.4,1,-7%,0.2,-6%
Cc1ccc(S(=O)(=O)N[C@H](C(=O)N2CCC(C(=O)N3CCC[C@H]3C(=O)O)CC2)C(C)C)cc1,1%,0%,-6,6%,0.9,14,-20%,0.6,-5%
CN(C(=O)CSc1nc2ccc([N+](=O)[O-])cc2s1)C1CCS(=O)(=O)C1 (stereo not drawn),-8%,0%,0,-12%,-0.1,-1,-23%,-0.3,-2%
O=C(Cn1c(NCCO)nc2ccccc21)NCC1CCCO1 (stereo not drawn),5%[57.1 µM],1%,1,19%[57.1 µM],0.9,5,-13%,0.4,3%
Cc1cc(C)c(N2C(=O)C3C4CC(=O)C(c5ccccc54)C3C2=O)c(C)c1 (stereo not drawn),-1%,11%,2,5%,-0.2,21,-19%,-2.3,-7%
COc1ccc(CNC(=S)Nc2ccc3nc(N4CCOCC4)cc(C)c3c2)cc1,9%,0%,-2,7%,1.5,-11,-19%,1.2,24%
Cc1ccc2c(c1)/C(=N/OS(=O)(=O)c1ccccc1)CCS2,-7%,4%,nt,-25%,nt,nt,-20%,nt,-9%
CCC(=O)N1CCc2cc(Br)cc(S(=O)(=O)N3CCCC(C(=O)Nc4ccc(OC)cc4OC)C3)c21 (stereo not drawn),3%,8%,-5,16%,-0.4,nt,-28%,0.1,-2%
O=C(c1ccccc1)N1CC(COc2ccccc2)OC(c2ccco2)O1 (stereo not drawn),10%[57.1 µM],6%,-3,10%[57.1 µM],-0.4,22,-17%,-1.6,-2%
O=C1CC(c2nc(-c3ccccc3)no2)CN1c1ccc2c(c1)OCCO2 (stereo not drawn),-2%[57.1 µM],-14%,-5,14%[57.1 µM],0.4,nt,-23%,-0.3,0%
CC1(C)C(=O)Nc2ccccc2N1C(=O)c1ccc([N+](=O)[O-])cc1,-11%[57.1 µM],-5%,1,-14%[57.1 µM],-0.2,-5,9%,-0.6,-6%
Cc1n[nH]c(C)c1S(=O)(=O)N1CCCC(C(=O)NCc2ccccc2Cl)C1 (stereo not drawn),-1%,2%,-1,-7%,0.5,7,-9%,1.4,-3%
Cc1cccc(OCc2nc(C)cc(=O)[nH]2)c1,-3%,2%,-5,8%,-0.1,-1,-17%,0.0,6%
O=C(CSc1nc2ccccc2c(=O)n1CC1CCCCC1)N1CCOCC1,7%[57.1 µM],5%,5,10%[57.1 µM],-0.4,10,-8%,0.1,5%
CCN(C(=O)COC(=O)C1=COCCO1)c1c(N)n(Cc2ccccc2)c(=O)[nH]c1=O,-2%,1%,8,10%,0.0,14,-2%,-0.1,1%
COc1ccc(C(=O)Nc2ccc(O)c3ccccc23)cc1OC,-2%[57.1 µM],9%,nt,-10%[57.1 µM],nt,nt,-15%,nt,0%

# As entered above.
# O=C(Cn1c(NCCO)nc2ccccc21)NCC1CCCO1 (stereo not drawn) @ Pin1 inhibitor: 3%
# Cc1ccc2c(c1)/C(=N/OS(=O)(=O)c1ccccc1)CCS2 @ TrxR1 substrate: -7%

# (listing goes on)
SMILES,TrxR1 substrate,IDH1 R132H inh,TRHR enhancer,TrxR1 inh,TRHR ag,D2 antagonist,USP1 inh,D2 agonist,Pin1 inhibitor
Cc1ccc(C(=O)CC2(O)C(=O)Nc3ccccc32)s1 (stereo not drawn),6%,5%,3,2%,-0.3,-19,-19%,-0.3,-2%
CCc1cccc(NC(=O)CN(C)S(=O)(=O)c2ccc3c(c2)CCCN3C(C)=O)c1,3%[57.1 µM],12%,1,21%[57.1 µM],-0.2,nt,-22%,0.3,-3%
C=CCNC(=O)C12CC3(C)CC(C)(CC(C)(C3)C1)C2,13%[57.1 µM],4%,0,11%[57.1 µM],0.8,-11,-24%,-0.9,1%
COC(=O)c1ccc(C)c(NC(=O)CN2C(=O)c3ccccc3S2(=O)=O)c1,-11%,2%,15,14%[57.1 µM],-0.4,-2,-9%,0.1,7%
CNC[C@@H]1Oc2c(NS(C)(=O)=O)cccc2C(=O)N([C@@H](C)CO)C[C@H]1C,3%,9%,nt,7%,nt,nt,-29%,nt,-3%
CCOc1ccc(CCNC(=O)Cn2cccc2C(=O)c2ccccc2C)cc1OCC,-7%,5%,7,-9%,0.8,1,-15%,0.1,-8%
COc1ccccc1NC(=O)NNC(=O)c1ccc2ccccc2c1,7%,5%,-2,13%,-0.5,nt,-7%,nt,-5%
O=C(Nc1ccc2c(c1)OCCO2)c1cccc(S(=O)(=O)N2CCOCC2)c1,2%[57.1 µM],18%,2,5%[57.1 µM],0.0,2,-7%,-0.7,1%
CC(=O)Nc1nnc(SCc2ccccc2F)s1,7%,-2%,-5,17%,0.6,nt,-11%,nt,0%
Cc1nc(NC(=O)C23CCC(C)(C(=O)O2)C3(C)C)sc1C (stereo not drawn),8%[57.1 µM],0%,-2,7%,0.1,11,-19%,0.0,1%

# Screening results from PubChem.
